Assay outcomes deposited in PubChem BioAssay by several laboratories.
Efflux pump mplx – inhibitors of Candida efflux pumps in yeast, primary screen, S. cerevisiae, Nile Red, multiplex | 0.44% of 330,000 active | S. cerevisiae Candida pump triplex | inhibition, % at 10 µM;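 active = plate passing quality check with inhibition over a set limit, or well fluorescence over plate mean plus 4 SD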;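 also: Nile Red retained in pooled yeast measured as flow cytometry median fluorescence; 0% = buffer negative control and 100% = Enniatin B positive control; higher means more Nile Red kept so more efflux inhibition; some compounds called inactive have numbers as strong as hits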
PREPL inhibitor – PREPL enzyme inhibitors, primary screen, biochemical, fluorescence polarization | recombinant PREPL, fluorescence polarization activity-based probe | inhibition, % at 5.96 µM | 0.68% of 320,000 active | AID 2751, 2010; in the data active = inhibition above about 43%;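 also: 0% = enzyme with DMSO and 100% = wells lacking enzyme; many of its hits are not listed in these tables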
EBNA-1 inhibitor – EBNA-1 DNA-binding inhibitors, primary screen, biochemical, fluorescence polarization | inhibition, % at 14.8 µM | 0.34% of 300,000 active | AID 1950, 2009; in the data active = inhibition above about 28%
TPT1 inhibitor – Candida albicans TPT1 enzyme inhibitors, primary screen, biochemical, fluorescence polarization; recombinant caTPT1, FP RNA substrate dephosphorylation; tRNA 2'-phosphotransferase TPT1 (Candida albicans SC5314); inhibition, % at 5 µM; 0.81% of 300,000 active;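 active = inhibition above the mean of all tested compounds plus 3 SD, set per screening campaign, cut at about 24% in these data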;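 also: plate controls were DMSO alone for no effect and ferristatin control at 100 nM for full effect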
Fh CTSL1 inh – Fasciola hepatica cathepsin L1 inhibitors, primary screen, counter-screen for PFM18AAP inhibitor project, biochemical, QFRET, fluorogenic peptide substrate; AID 1906, 2009; 0.49% of 300,000 active; inhibition, % at 5.96 µM; recombinant F. hepatica cathepsin L1, Z-Leu-Arg-MCA fluorescence;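 active = inhibition above the mean of all tested compounds plus 3 SD, set per screening campaign, cut at about 17% in these data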;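 also: 0% = plate median of test compound wells and 100% = 1 µM Z-Phe-Ala-diazomethylketone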
ZTA DNA inh – ZTA (EBV) inhibition in EBNA-1 counter-screen; inhibition, % at 11 µM; ZTA-DNA binding, fluorescence polarization; P03206; 0.15% of 320,000 active; in the data active = inhibition above about 33%
Target sequence (P03206 whole entry, looked up): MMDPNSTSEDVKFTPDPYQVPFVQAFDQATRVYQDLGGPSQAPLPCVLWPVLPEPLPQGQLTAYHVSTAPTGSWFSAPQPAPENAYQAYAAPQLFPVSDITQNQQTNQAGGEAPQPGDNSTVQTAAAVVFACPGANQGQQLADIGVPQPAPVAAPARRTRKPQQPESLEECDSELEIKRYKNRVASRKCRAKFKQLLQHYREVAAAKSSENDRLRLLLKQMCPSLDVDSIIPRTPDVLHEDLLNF
PP5 inh – PP5 phosphatase inhibitors, primary screen, biochemical, fluorescence | Serine/threonine-protein phosphatase 5 (Homo sapiens), P53041 | purified PP5c, OMFP substrate fluorescence | inhibition, % at 6.7 µM | 0.18% of 320,000 active | AID 1987, 2009;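 active = inhibition above the campaign's mean inhibition across all tested compounds plus 3 SD, cut at about 9.5% in these data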;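 also: 0% = DMSO only and 100% = 100 µM cantharidin control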
Target sequence (P53041 whole entry, looked up): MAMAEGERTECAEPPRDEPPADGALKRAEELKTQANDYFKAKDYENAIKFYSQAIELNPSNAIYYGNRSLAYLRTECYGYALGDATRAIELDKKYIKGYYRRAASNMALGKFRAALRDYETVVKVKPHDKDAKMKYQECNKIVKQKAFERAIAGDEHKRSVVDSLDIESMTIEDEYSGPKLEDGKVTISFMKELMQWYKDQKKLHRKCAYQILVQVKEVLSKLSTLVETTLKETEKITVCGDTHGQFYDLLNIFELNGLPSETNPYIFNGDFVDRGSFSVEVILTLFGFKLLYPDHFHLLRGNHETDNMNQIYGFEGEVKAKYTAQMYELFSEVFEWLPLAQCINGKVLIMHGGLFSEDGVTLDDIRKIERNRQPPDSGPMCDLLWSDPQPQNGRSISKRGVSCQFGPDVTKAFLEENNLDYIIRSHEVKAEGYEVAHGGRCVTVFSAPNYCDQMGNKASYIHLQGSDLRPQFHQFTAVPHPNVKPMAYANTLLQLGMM
PP1 counter – PP1-alpha phosphatase inhibitors, primary screen, counter-screen for PP5 inhibitor project, biochemical, fluorescence, OMFP substrate, single point. purified PP1alpha. inhibition, % at 6.7 µM. AID 2235, 2010. Serine/threonine-protein phosphatase PP1-alpha catalytic subunit (Homo sapiens), P62136. 0.9% of 320,000 active;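 active = inhibition above the mean inhibition of all tested compounds plus 3 SD, computed separately for each screening campaign, cut at about 15% in these data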
Target sequence (P62136 whole entry, looked up): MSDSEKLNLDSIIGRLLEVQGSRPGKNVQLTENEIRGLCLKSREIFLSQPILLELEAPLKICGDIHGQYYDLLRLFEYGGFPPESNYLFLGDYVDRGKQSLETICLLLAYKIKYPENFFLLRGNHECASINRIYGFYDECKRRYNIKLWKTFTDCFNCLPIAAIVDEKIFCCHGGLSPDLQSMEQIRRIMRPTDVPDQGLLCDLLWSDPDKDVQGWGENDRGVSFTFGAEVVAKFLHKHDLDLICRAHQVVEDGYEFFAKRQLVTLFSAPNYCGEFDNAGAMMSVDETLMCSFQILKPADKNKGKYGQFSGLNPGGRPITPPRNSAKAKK
HCV core dimer – inhibitors of HCV core protein dimerization, primary screen, biochemical, TR-FRET, high-throughput | TR-FRET GST/Flag-core106 dimerization, 1536-well | inhibition, % at 5 µM | 0.33% of 300,000 active;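 active = inhibition above the mean of all tested compounds plus 3 SD, set per screening campaign, cut at about 45% in these data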
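Assay system: tagged HCV core106 pair (GST and Flag); medium: KF-containing HEPES buffer, pH 7.45, DTT, CHAPS, BSA; also added: Eu donor and XL665 acceptor anti-tag antibodies; dosing: 5 µM single dose; timing: compound-protein-antibody incubation 4 h at 22.5 °C; signal: TR-FRET 671 and 617 nm emission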
An asterisk follows results filed as active; . = not tested or not shown. A portion of the library (hit frequency here may not be typical).

SMILES	Efflux pump mplx	PREPL inhibitor	EBNA-1 inhibitor	TPT1 inhibitor	Fh CTSL1 inh	ZTA DNA inh	PP5 inh	PP1 counter	HCV core dimer
Cc1oc(CC(C)C)cc1C(=O)NCCCC(=O)O	0.1	0	-1	2	-3	3	-1.8	-3	1
CCOC(=O)C1(CCCc2ccccc2)CCN(C(=O)Cn2nc(C)nc2C)CC1	0.1	7	6	-2	-3	1	2.0	-1	-1
COc1ccccc1C1=NN(C(=S)Nc2ccccc2)C(c2ccco2)C1 (centres undefined)	0.0	10	-4	0	-3	2	2.4	2	0
Cc1csc(SCC(=O)Nc2ccccc2)n1	0.1	8	-5	2	3	11	0.7	-4	-11
CCc1noc(C)c1C(=O)Nc1ccc(S(=O)(=O)N2CCCCC2)cc1	0.3	-6	-1	2	-2	7	-1.5	-4	0
COC(=O)Cn1c(=NC(=O)c2ccc(S(=O)(=O)N3CCc4ccccc4C3)cc2)sc2cc(OC)ccc21	-0.1	-13	-6	11	0	10	-4.1	-1	6
COc1cccc(CNS(=O)(=O)c2ccc(S(=O)(=O)N3CCCC3)cc2)c1	-0.1	11	3	-6	0	-5	-1.1	-1	3
CCN(CC)C(=O)CSc1nnc([C@@H](NC(=O)OC(C)(C)C)C(C)C)o1	0.0	1	0	-1	8	2	-0.7	-2	1
COc1cc2c(C(=O)Nc3ccccc3F)cn(C)c(=O)c2cc1OC	0.0	9	-4	-4	-3	-12	-0.2	2	-2
O=C(CN(CC1CCCO1)C(=O)CCC(=O)Nc1ccccn1)NCC1CCCO1 (centres undefined)	0.1	17	-8	1	4	5	-0.3	0	-2
COc1ccc(C(c2sc3nc(C)nn3c2O)N2CCC(O)CC2)cc1OC (centres undefined)	0.1	1	4	3	2	-7	-1.6	-1	-6
COc1cccc(/C=N/NC(=O)C(=O)NCc2ccco2)c1O	-0.1	-4	6	2	5	11	-1.1	-3	-2
COc1ccc(CNC(=O)C2CCCN(c3nn4c(=O)cc(C)nc4s3)C2)cc1 (centres undefined)	0.0	5	3	2	3	-3	-0.7	-5	0
O=c1nc(N2CCOCC2)ccn1Cc1ccc(Br)cc1	0.1	4	5	-1	-1	-15	-1.3	-5	5
Cc1ccc2nc(SCC(=O)OCc3ccccc3)nc(=O)n2c1	-0.1	7	1	1	-7	-4	-1.8	-3	1

Next section (four carried over from the part before).
SMILES	Efflux pump mplx	PREPL inhibitor	EBNA-1 inhibitor	TPT1 inhibitor	Fh CTSL1 inh	ZTA DNA inh	PP5 inh	PP1 counter	HCV core dimer
COc1cccc(/C=N/NC(=O)C(=O)NCc2ccco2)c1O	-0.1	-4	6	2	5	11	-1.1	-3	-2
COc1ccc(CNC(=O)C2CCCN(c3nn4c(=O)cc(C)nc4s3)C2)cc1 (centres undefined)	0.0	5	3	2	3	-3	-0.7	-5	0
O=c1nc(N2CCOCC2)ccn1Cc1ccc(Br)cc1	0.1	4	5	-1	-1	-15	-1.3	-5	5
Cc1ccc2nc(SCC(=O)OCc3ccccc3)nc(=O)n2c1	-0.1	7	1	1	-7	-4	-1.8	-3	1
Cc1cc(NC(=O)CN2CCCCC2C)no1 (centres undefined)	0.0	0	-7	1	1	-14	0.7	3	-3
CC1CCC2C(=O)N(c3ccccc3OC(=O)c3ccccc3F)C(=O)C2C1 (centres undefined)	-0.1	1	-7	-1	-6	2	0.5	3	0
CCOc1ccc(-c2c(C(=O)N/N=C/c3cccc(Br)c3)nnn2-c2nonc2N)cc1	0.1	-11	14	0	6	7	-3.2	7	19
CN(C)CCCNc1cc(C(C)(C)C)nc2c(-c3ccc(Cl)cc3)cnn12	0.2	52*	-9	-2	7	-3	5.5	5	-11
COc1ccc(CN2CCN(Cc3cc(=O)oc4cc(C)ccc34)CC2)c(OC)c1OC	0.1	6	-8	26*	1	12	3.4	3	2
C/C(N)=C(\C#N)C(=O)NCCc1ccccn1	0.0	-7	-2	1	5	6	0.4	0	-2
Cn1cccc1C(=O)NCc1ccc(Cl)cc1	0.2	-8	6	1	7	8	-0.2	2	3
Cc1noc(C)c1CSc1ccccc1C(=O)OC(C)C(N)=O (centres undefined)	-0.6	8	-4	-1	-3	-5	-0.6	-1	9
COc1ccc(NC(=O)Nc2nnc(-c3ccccc3SCc3ccccc3)s2)cc1	0.1	-2	10	3	-5	18	3.2	19*	1
CCOC(=O)c1[nH]c(C)c(/C(O)=C2\C(=O)C(=O)N(CCN(C)C)C2c2cccc(OC)c2OC)c1C (centres undefined)	-0.1	3	1	5	3	3	1.4	-2	0
COc1ccc(C(C(=O)NCC2CCCO2)N(C(=O)Cn2nnc3ccccc32)c2ccc(NC(C)=O)cc2)cc1 (centres undefined)	0.0	7	-7	1	-3	10	2.5	-3	-4
O=C(Cc1ccc(Cl)cc1)NNC(=O)c1cnccn1	0.6	2	-6	-2	-3	0	1.3	-3	-15
Cc1ccc(-c2csc(NC(=O)CSc3nc4ccccc4o3)n2)cc1	-0.3	-30	5	-4	0	-1	2.7	9	0
CC(NC(=S)NCCN1CCOCC1)C12CC3CC(CC(C3)C1)C2 (centres undefined)	0.1	8	-3	3	8	-6	0.8	-2	0
COC(=O)c1ccccc1NC(=O)COc1ccc(S(=O)(=O)N2CCCC2)cc1C	0.2	8	5	2	2	5	0.8	-5	5
Cc1ccc(S(=O)(=O)c2nc(-c3ccccc3Br)oc2N(C)C)cc1	-1.9	-9	7	0	3	-9	0.4	1	-4
S=c1[nH]nc(-c2ccc3ncccc3c2)n1-c1ccc2c(c1)OCCO2	-0.1	-6	-5	-1	-1	-17	0.5	-3	-2
O=[N+]([O-])c1ccc(/C=N/N2CCN(Cc3ccccc3)CC2)cc1	0.1	9	-17	-2	3	-8	3.1	-3	7
COc1ccc(C(=O)Nc2nnc(S(=O)(=O)N3CCOCC3)s2)cc1	0.1	0	7	0	0	-4	1.6	1	4
Cc1ccc(NC(=S)c2ccccc2)cc1	0.4	-15	1	0	-2	4	1.3	-2	-5
O=C(N/N=C/c1ccccc1[N+](=O)[O-])c1cnccn1	0.0	4	1	0	1	9	1.3	0	3
CCN(CC)S(=O)(=O)c1ccc2[nH]c(=O)cc(C(=O)Nc3cccc(C(C)=O)c3)c2c1	0.1	-2	-4	0	6	-10	-2.5	-1	-4
O=C1NC(c2ccccc2)=C(c2ccc3ccccc3n2)C(c2ccccc2)N1 (centres undefined)	0.2	-2	1	2	2	6	4.2	-1	5
CSc1ccc(CN(C)C(C)C(=O)Nc2ccc(F)c(F)c2F)cc1 (centres undefined)	0.1	-37	-10	4	-3	-1	2.3	1	0
COc1ccc(OC)c(NC(=O)CN2CCc3ccccc3C2)c1	0.1	16	2	2	6	-14	2.1	-1	7
Cc1cc(C)n(Cc2ccccc2)c(=O)c1S(=O)(=O)c1ccccc1	0.1	11	-13	1	1	14	3.6	1	3
CCC(C)(C(=O)NC1CCCC1)N(C(=O)c1cnccn1)c1c(C)n(C)n(-c2ccccc2)c1=O (centres undefined)	0.1	2	0	0	0	3	-1.8	-4	0
O=C(CSc1nnc(C2CC2)n1C1CC1)c1ccc(F)c(F)c1	0.1	11	.	.	.	-8	3.3	-5	.
CCOC(=O)N1CCN(C(=O)c2nc3ccccc3s2)CC1	0.0	-13	3	-5	4	-11	-0.4	4	-4
Cn1cccc1C(=O)C(=O)Nc1ccc(F)c(F)c1	0.3	14	-9	1	-5	-4	1.1	2	4
CCOC(=O)c1ccc(N2C(=O)C3C(C2=O)C(C(=O)c2ccc(Cl)cc2)N2CCCC32)cc1 (centres undefined)	0.0	-10	3	-1	-1	-4	2.5	9	74*
Cc1ccc(-n2nc3c(=O)n(CC(=O)NCc4ccc(C)o4)nc(C)c3c2C)cc1	0.1	15	1	-1	1	2	1.8	-4	-2
COc1c(Cl)cc(Cl)cc1C(=O)Nc1ccc(C(=O)O)cc1	0.1	10	15	1	1	8	-1.4	-3	1
CC1(c2ccc([N+](=O)[O-])c(CS(=O)(=O)c3ccccc3)c2)OCCO1	-0.1	4	-11	3	14	-13	4.1	-10	-8
CCCC1=C(C(=O)OCC)C(c2c(C)nn(-c3ccccc3)c2Cl)C(C#N)=C(N)O1 (centres undefined)	0.0	9	-3	0	-20	-10	0.2	-2	7
O=C(COc1cc2oc(=O)c3c(c2cc1Cl)CCC3)Nc1ccccn1	-0.1	0	18	-4	2	-7	1.3	0	-2
Cc1nc2ccc(NC(=O)c3ccc(S(=O)(=O)N(C)C)cc3)cc2s1	0.0	-4	-4	-2	-1	-4	0.7	-2	-3
Fc1ccccc1CSc1ncn[nH]1	-0.3	4	2	2	-5	-16	1.1	-2	-6
O=C(/C=C/c1ccco1)Nc1ccc2nc3n(c(=O)c2c1)CCCC3	-0.2	18	6	0	10	-3	1.5	4	5
CC1=CCC[C@@H]2[C@@](C)(CC/C(C)=C/C(=O)O)[C@H](C)CC[C@@]12C	.	5	14	-2	-1	10	0.4	4	4
CCn1c(Cc2ccc(OC)cc2)nnc1SCC(=O)Nc1ccc(N2CCOCC2)cc1	0.0	1	0	-1	-3	13	1.0	-1	2
O=C(NCCCO)NC(=S)c1cccc2ccccc12	-0.1	-1	8	1	-1	14	-0.1	4	2
O=C(O)CCCNS(=O)(=O)c1cccs1	0.0	0	7	-8	-3	-7	1.3	-2	-4
CCOC(=O)N1CCN(C(=O)C(C)c2ccc([N+](=O)[O-])cc2)CC1 (centres undefined)	0.0	-2	-10	2	1	-4	-0.2	-1	-45
Cc1ccc(OCc2ccc(C(=O)NCC3CCCO3)cc2)cc1C (centres undefined)	0.0	13	.	.	.	1	-0.9	-1	.
COc1ccc(C(=O)N2CCN(C(=O)C3COc4ccccc4O3)CC2)cc1OC (centres undefined)	-0.1	10	3	-1	0	0	0.2	-4	3
COc1ccc(C2CC(=O)OC3=C2C(=O)CC(C)(C)C3)c(OC)c1 (centres undefined)	-0.2	8	6	1	6	8	2.6	-7	0
COc1ccc(NC(=O)c2ccc3c(=O)n(CC4CCCO4)c(=S)[nH]c3c2)c(OC)c1 (centres undefined)	-0.2	11	-13	0	-1	10	-1.2	-5	-8
Cc1ccc(S(=O)(=O)N2CCOCC2)cc1C(=O)NCC1CCCCC1	0.0	-1	.	.	.	9	-1.1	1	.
CCOC(=O)CN(C(=O)Cn1nnc(-c2ccc(OC)cc2)n1)C(C(=O)NC1CCCC1)c1ccc(F)cc1 (centres undefined)	-0.2	15	0	-1	0	4	1.1	2	8
Cc1ccc(-c2nc(S(=O)(=O)c3ccc(C)cc3)c(SCC(N)=O)o2)cc1	0.0	-61	0	1	0	7	1.2	4	5
CC(=O)NNc1ncnc2c1cnn2-c1ccc(C)cc1	-0.1	1	-4	-4	1	-18	-0.3	8	-3
COc1ccc(C(=O)NC(=S)NNC(=O)Cc2cccs2)cc1	0.3	2	-7	-1	6	0	1.5	-2	-2
COc1cc(OC)cc(N2CCN(S(=O)(=O)c3ccc(-n4cnnn4)cc3)CC2)c1	0.0	-1	4	3	-1	7	2.3	-1	2
